FUS yeast rescue = qHTS for Suppressors of FUS Proteinopathy: Primary screen using FUS-linked yeast assay. hit rate 0.24% among 390,000. S. cerevisiae FUS-expressing, growth rescue, OD600, 24 h. AID 1347120, 2019. Potency, µM (titrated, usually from 76.6 µM), for the others: at the top dose growth rescue (activation), actives largely listed as activators;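 note: potency is the fitted concentration of half-maximal effect; plate controls were DMSO vehicle for no effect and reference control for full effect; nearly all actives have a fitted effect of over 55% in size; some results filed as inactive show a strong effect at the top dose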
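Galactose (2%) drives FUS expression in yeast precultured in raffinose; seeding density OD 0.005. Test compounds incubated 24hr at 30C and 99% humidity before absorbance at 600 nm was measured.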
PLK1 PBD inh = qHTS for Inhibitors of PLK1-PDB (polo-like kinase 1 - polo-box domain): Primary Screen. Serine/threonine-protein kinase PLK1 (Homo sapiens), P53350. Potency, µM, for inactives: max response, negative = inhibition, usual class: inhibitors. AID 720504, 2013. hit rate 2.8% among 360,000. Plk1 PBD binding of FITC phosphopeptide, fluorescence polarization; note: potency is the fitted concentration of half-maximal effect; series mostly up to about 57 µM; % is set by controls: 0 for no effect and ±100 for the full control effect; nearly all actives have a fitted effect of over 65% in size
Target sequence (P53350 whole entry, looked up, the tested form may be a part): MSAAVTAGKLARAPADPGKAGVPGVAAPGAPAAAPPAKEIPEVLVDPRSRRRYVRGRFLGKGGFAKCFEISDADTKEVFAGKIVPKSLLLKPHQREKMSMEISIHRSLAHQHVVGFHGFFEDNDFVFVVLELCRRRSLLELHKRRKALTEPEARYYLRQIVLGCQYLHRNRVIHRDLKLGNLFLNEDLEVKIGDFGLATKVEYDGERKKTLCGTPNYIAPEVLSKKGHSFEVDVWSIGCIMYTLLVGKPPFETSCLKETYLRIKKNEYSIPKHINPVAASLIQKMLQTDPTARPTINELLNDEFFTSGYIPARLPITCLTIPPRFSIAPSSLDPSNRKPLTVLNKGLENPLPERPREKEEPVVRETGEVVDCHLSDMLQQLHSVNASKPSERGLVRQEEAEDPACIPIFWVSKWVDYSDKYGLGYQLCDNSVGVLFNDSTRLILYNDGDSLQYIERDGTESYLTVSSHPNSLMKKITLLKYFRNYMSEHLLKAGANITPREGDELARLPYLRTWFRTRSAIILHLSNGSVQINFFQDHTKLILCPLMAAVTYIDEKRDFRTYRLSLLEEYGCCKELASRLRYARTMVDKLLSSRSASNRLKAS
EPAC1 agonist = qHTS for Agonist of cAMP-regulated guanine nucleotide exchange factor 3 (EPAC1): primary screen; Rap guanine nucleotide exchange factor 3 (Homo sapiens), O95398; EPAC1 agonist qHTS, biochemical assay; response scale: 100% = response to 6.5 mM cAMP; Potency, µM (top dose mostly 154 µM), for the others: at the highest dose activation, hits mostly activators; hit rate 0.073% among 360,000; AID 720707, 2013; note: potency is the fitted concentration of half-maximal effect; nearly all actives have a fitted effect of over 60% in size
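EPAC1 100 nM, Rap1B–BODIPY-GDP 250 nM, unlabeled GDP 50 uM; compound titration; 5 min RT; kinetic read ex480/em540 at 5-min intervals ×30 min; data normalized to 6.5 mM cAMP agonist control.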
EPAC1 antagonist = qHTS for Antagonist of cAMP-regulated guanine nucleotide exchange factor 3 (EPAC1): primary screen | EPAC1 GEF assay, Rap1b-BODIPY-GDP exchange fluorescence | AID 720709, 2013 | Potency, µM (doses to about 115 µM), without a hit: at the top dose activity change, negative = inhibition, actives largely listed as inhibitors | Rap guanine nucleotide exchange factor 3 (Homo sapiens), O95398 | hit rate 0.14% among 360,000;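 note: potency is the fitted concentration of half-maximal effect; plate controls were vehicle for no effect and positive control for full effect; nearly all actives have a fitted effect of over 50% in size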
PI5P4K alpha inh = qHTS for Inhibitors of phosphatidylinositol 5-phosphate 4-kinase (PI5P4K). hit rate 1.2% among 330,000. max response, %. PI5P4Kalpha enzyme, ADP-Glo luminescence, 60 min; stronger effect = lower value. AID 652105, 2013. Phosphatidylinositol 5-phosphate 4-kinase type-2 alpha (Homo sapiens), P48426; active = max response of -50% or lower; inconclusive = between -30% and -50%; inactive = -30% or higher; note: value at the top dose of about 77 µM; % is set by controls: 0 for no effect and ±100 for the full control effect
Target sequence (P48426 whole entry, looked up): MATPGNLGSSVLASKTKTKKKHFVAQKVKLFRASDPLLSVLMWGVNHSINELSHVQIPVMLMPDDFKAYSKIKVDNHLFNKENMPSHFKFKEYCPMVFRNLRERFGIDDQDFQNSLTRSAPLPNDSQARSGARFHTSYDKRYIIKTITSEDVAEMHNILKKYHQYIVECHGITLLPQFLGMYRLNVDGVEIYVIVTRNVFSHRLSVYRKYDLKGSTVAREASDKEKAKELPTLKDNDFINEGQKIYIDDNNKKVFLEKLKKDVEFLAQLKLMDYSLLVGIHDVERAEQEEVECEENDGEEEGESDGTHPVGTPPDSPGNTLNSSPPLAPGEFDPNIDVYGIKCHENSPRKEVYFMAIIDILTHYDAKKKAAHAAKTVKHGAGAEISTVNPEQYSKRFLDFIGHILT
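Enzyme plus substrate dispensed, test compounds pinned in, then ATP (5 microM final) added. After 60 min at RT, ADP-Glo reagent 1 for 45 min and reagent 2 for 30 min preceded luminescence imaging.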
WRN inhibitor = qHTS for Inhibitors of WRN Helicase; Bifunctional 3'-5' exonuclease/ATP-dependent helicase WRN (Homo sapiens), Q14191; WRN helicase unwinding, fluorescent forked duplex, kinetic; Potency, µM (doses to about 114 µM), for the others: at the highest dose activity change, negative = inhibition, hits mostly inhibitors; hit rate 0.46% among 360,000; AID 651768, 2012; note: potency is the fitted concentration of half-maximal effect; % is set by controls: 0 for no effect and ±100 for the full control effect; nearly all actives have a fitted effect of over 55% in size
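WRN at 20 nM final preincubated with compound 15 min at room temperature; reaction started with 100 nM fluorophore/quencher forked duplex oligonucleotide and 2 mM ATP final. Unwinding followed kinetically by red fluorescence (ex 525, em 598 nm).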
Abeta yeast res = qHTS for compounds that reverse cellular toxicity of Amyloid beta (A-beta) peptide in yeast: Primary Screen; yeast expressing A-beta42, growth rescue, OD600, 48 h; response scale: 0% DMSO, 100% iron-clioquinol control; Potency, µM (titrated, usually from 46.1 µM), inactives show at the top dose growth rescue, hits mostly activators; hit rate 0.063% among 410,000; note: potency is the fitted concentration of half-maximal effect; nearly all actives have a fitted effect of over 55% in size
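Yeast growth medium received pinned compounds, then yeast cells expressing toxic A-beta were added; plates incubated at 30 C for 48 hr. Growth read as absorbance at 600 nm, normalized to DMSO and equimolar FeCl3 plus clioquinol controls.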
aSyn rescue = qHTS of alpha-syn Inhibitors | Yeast expressing alpha-synuclein, growth rescue, BacTiter-Glo, 24 h | hit rate 0.14% among 370,000 | Potency, µM (series often up to 46.1 µM), without a hit: top-dose growth rescue (activation), actives largely listed as activators; note: potency is the fitted concentration of half-maximal effect; % of control where 0% means no effect; nearly all actives have a fitted effect of over 65% in size
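Galactose-induced alpha-syn yeast (OD600=0.02, raffinose-pregrown) + pinned cpd, 24 hr, 30 deg C; growth by BacTiter-Glo luminescence. Growth restoration scores as activation.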
IL-2 act = qHTS of IL-2 Activators. AID 652025, 2013. IL-2 activation reporter assay, cell-based qHTS; stimulated with anti-CD3/CD4/CD28 beads; in transgenic mouse T cells. hit rate 0.065% among 360,000. activation, % (series mostly up to about 46 µM); in the data active = activation above about 50%; inconclusive = mostly about 30% to 49%; note: 0% is about no effect
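Screening format: compound pinned onto unstimulated transgenic mouse T cells, 60 min incubation, then anti-CD3/anti-CD4/anti-CD28 bead stimulation for 18 hours at 37 degrees C, followed by EGFP and DsRed detection.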
* marks the source's active call; other numbers are inactive results; [ ] = dose if it differs, or a comment. Unless noted, calls come from the whole dose curve; as a rule, active = well fitted curve in the direction sought with a large enough effect; inconclusive = small, poorly fitted or top-dose-only effect, or another doubt; inactive = no such curve, though single readings can be large; an effect the other way counts as inactive or inconclusive.

How did O=C(O)CCNS(=O)(=O)c1ccc2c(c1)Cc1ccccc1-2 do in these assays?
FUS yeast rescue: 3%; PLK1 PBD inh: -6%; EPAC1 agonist: 4%; EPAC1 antagonist: -10%; PI5P4K alpha inh: -4; WRN inhibitor: -6%; Abeta yeast res: -1%; aSyn rescue: -1%; IL-2 act: -0.2

How did CC(C)C1CC(CCN)(Cc2ccccc2)CCO1 (stereo not given) do in these assays?
FUS yeast rescue: 20%; PLK1 PBD inh: -15%; EPAC1 agonist: 9%; EPAC1 antagonist: 12%; PI5P4K alpha inh: 0; WRN inhibitor: 6%; Abeta yeast res: 6%; aSyn rescue: -6%; IL-2 act: -0.6

How did Cc1cc(C)c2cc(CN(CCO)Cc3nnnn3Cc3ccccc3)c(=O)[nH]c2c1 do in these assays?
FUS yeast rescue: 15%; PLK1 PBD inh: -8%; EPAC1 agonist: -2%; EPAC1 antagonist: -5%; PI5P4K alpha inh: 9; WRN inhibitor: -7%; Abeta yeast res: 13%; aSyn rescue: 3%; IL-2 act: 0.4

What do the screens show for `COc1ccccc1C1=CC(=O)C[C@H](c2ccc(Cl)cc2)C1`?
FUS yeast rescue: inconclusive; PLK1 PBD inh: -15%; EPAC1 agonist: -8%; EPAC1 antagonist: 6%; PI5P4K alpha inh: 4; WRN inhibitor: -12%; Abeta yeast res: 5%; aSyn rescue: 11%; IL-2 act: -3.0

What do the screens show for `CCc1ccccc1Nc1nc(-c2cccnc2)cs1`?
FUS yeast rescue: -4%; PLK1 PBD inh: -5%; EPAC1 agonist: 3%; EPAC1 antagonist: inconclusive; PI5P4K alpha inh: 3; WRN inhibitor: -6%; Abeta yeast res: -18%; aSyn rescue: -13%; IL-2 act: 0.6

How did C[C@H]1COC(=O)[C@@H](Cc2ccc(F)cc2)C/C=C\C[C@H](CC(=O)N(CCO)Cc2ccccc2)C(=O)N1 do in these assays?
FUS yeast rescue: 25%; PLK1 PBD inh: 2%; EPAC1 agonist: -4%; EPAC1 antagonist: 5%; PI5P4K alpha inh: -3; WRN inhibitor: -7%; Abeta yeast res: -2%; aSyn rescue: 17%; IL-2 act: 0.7

How did Cc1cccc(C)c1NC(=O)CSc1nnc(-c2cccnc2)o1 do in these assays?
FUS yeast rescue: -5%; PLK1 PBD inh: 0%; EPAC1 agonist: -2%; EPAC1 antagonist: 3%; PI5P4K alpha inh: -8; WRN inhibitor: -10%; Abeta yeast res: -12%; aSyn rescue: 0%; IL-2 act: -0.8

How did FC(F)(F)c1cc(-c2cccs2)nc(-n2cc(Br)cn2)n1 do in these assays?
FUS yeast rescue: 2%; PLK1 PBD inh: -5%; EPAC1 agonist: -7%; EPAC1 antagonist: 10%; PI5P4K alpha inh: 6; WRN inhibitor: -1%; Abeta yeast res: 3%; aSyn rescue: 2%; IL-2 act: -0.2

How did O=C(NCC(F)(F)F)c1nn(Cc2ccccc2)c(=O)c2ccccc12 do in these assays?
FUS yeast rescue: -14%; PLK1 PBD inh: -6%; EPAC1 agonist: 2%; EPAC1 antagonist: 4%; PI5P4K alpha inh: 2; WRN inhibitor: -2%; Abeta yeast res: 15%; aSyn rescue: -1%; IL-2 act: -0.2

How did COc1ccc(CCNC(=O)CCNS(=O)(=O)c2ccc3c(c2)CCN3C(C)=O)cc1OC do in these assays?
FUS yeast rescue: -11%; PLK1 PBD inh: inconclusive; EPAC1 agonist: 4%; EPAC1 antagonist: -14%; PI5P4K alpha inh: 4; WRN inhibitor: 6%; Abeta yeast res: -3%; aSyn rescue: 1%; IL-2 act: 1.4

What do the screens show for `CCNC(=O)c1c(O)c2ccccc2[nH]c1=O`?
FUS yeast rescue: -3%; PLK1 PBD inh: -1%; EPAC1 agonist: -1%; EPAC1 antagonist: -1%; WRN inhibitor: 0%[57.1 µM]; Abeta yeast res: -16%; aSyn rescue: -3%; IL-2 act: -2.1

How did Fc1ccc(Cn2nnnc2C(c2cccs2)N2CCCCCC2)cc1 (stereo not given) do in these assays?
FUS yeast rescue: 7%; PLK1 PBD inh: 1%; EPAC1 agonist: inconclusive; EPAC1 antagonist: -7%; WRN inhibitor: -17%; Abeta yeast res: -3%; aSyn rescue: 1%; IL-2 act: -0.9

How did COC(=O)c1ccc(NC(=S)NC(=O)C2CCC2)cc1 do in these assays?
FUS yeast rescue: -16%; PLK1 PBD inh: -9%; EPAC1 agonist: 8%; EPAC1 antagonist: -13%; PI5P4K alpha inh: -1; WRN inhibitor: -6%; Abeta yeast res: 8.9µM*; aSyn rescue: -7%; IL-2 act: -2.8

What do the screens show for `CC(NC(=O)c1ccccc1F)C(=O)O` (stereo not given)?
FUS yeast rescue: -13%; PLK1 PBD inh: 4%; EPAC1 agonist: 3%; EPAC1 antagonist: 2%; PI5P4K alpha inh: 9; WRN inhibitor: 1%; Abeta yeast res: 6%; aSyn rescue: 0%; IL-2 act: -0.7

Results for CCCN(CCC)Cc1cc(=O)oc2cc(OC)c(Cl)cc12 ?
FUS yeast rescue: -18%; PLK1 PBD inh: 0%; EPAC1 agonist: -12%; EPAC1 antagonist: -3%; PI5P4K alpha inh: -2; WRN inhibitor: -2%; Abeta yeast res: -4%; aSyn rescue: 2%; IL-2 act: -0.3

What do the screens show for `CN(C)/C=C1/Sc2ccccc2C1=O`?
FUS yeast rescue: 18%; PLK1 PBD inh: -15%; EPAC1 agonist: 0%; EPAC1 antagonist: -8%; PI5P4K alpha inh: 2; WRN inhibitor: 3%; Abeta yeast res: -10%; aSyn rescue: -10%; IL-2 act: -2.5

Results for O=C(c1ccccc1-c1nc(-c2ccc(F)cc2)no1)N1CCCC1 ?
FUS yeast rescue: -2%; PLK1 PBD inh: -13%; EPAC1 agonist: 3%; EPAC1 antagonist: 4%; PI5P4K alpha inh: -5; WRN inhibitor: -33%[57.1 µM]; Abeta yeast res: -16%; aSyn rescue: -4%; IL-2 act: -0.6

Results for CC(=O)c1ccc(NC(=O)Nc2ccc([N+](=O)[O-])cc2C)cc1 ?
PLK1 PBD inh: -11%; EPAC1 agonist: 9%; EPAC1 antagonist: -6%; PI5P4K alpha inh: -5; WRN inhibitor: -2%; Abeta yeast res: -2%; aSyn rescue: -8%; IL-2 act: -0.8

How did CCC1=C(OC(=O)N(CC)CC)N2C(=O)OC(=NCCc3c[nH]c4ccccc34)[C@]2(C)[C@H]2C1=CC[C@H]1C(=O)N(C)C(=O)[C@H]12 do in these assays?
FUS yeast rescue: 13%; PLK1 PBD inh: 4%; EPAC1 agonist: 0%; EPAC1 antagonist: -12%; PI5P4K alpha inh: -6; WRN inhibitor: 2%; Abeta yeast res: 10%; aSyn rescue: -6%; IL-2 act: 0.3

How did COc1cc(CCC(=O)N2CCN(c3ccccc3Cl)CC2)cc(OC)c1OC do in these assays?
FUS yeast rescue: 15%; PLK1 PBD inh: -16%; EPAC1 agonist: 7%; EPAC1 antagonist: -5%; PI5P4K alpha inh: 1; WRN inhibitor: 7%; Abeta yeast res: 8%; aSyn rescue: 7%; IL-2 act: 0.2

How did COC(=O)c1ccccc1NC(=O)CNCCc1ccc(OC)c(OC)c1 do in these assays?
FUS yeast rescue: 29%; PLK1 PBD inh: -12%; EPAC1 agonist: 3%; EPAC1 antagonist: 21%; PI5P4K alpha inh: 0; WRN inhibitor: 11%; Abeta yeast res: -7%; aSyn rescue: -8%; IL-2 act: 1.1

How did Cc1ccc(NC(=O)CC(N)=S)cc1 do in these assays?
FUS yeast rescue: 4%; PLK1 PBD inh: 3%; EPAC1 agonist: 2%; EPAC1 antagonist: -1%; PI5P4K alpha inh: -11; WRN inhibitor: 0%; Abeta yeast res: 9%; aSyn rescue: 1%; IL-2 act: -0.5

How did O=C(CC1C[C@H](C(=O)N2CCOCC2)[C@@]2(CCC3CCCC3)c3[nH]c4ccccc4c3CCN2C1=O)NCCc1ccccn1 (stereo not given in full) do in these assays?
FUS yeast rescue: 3%; PLK1 PBD inh: -10%; EPAC1 agonist: -4%; EPAC1 antagonist: -18%; PI5P4K alpha inh: -12; WRN inhibitor: 4%; Abeta yeast res: 4%; aSyn rescue: 5%; IL-2 act: 0.1

How did O=C(Nc1ccc(N2CCOCC2)cc1)c1ccc(S(=O)(=O)NCc2ccco2)cc1 do in these assays?
FUS yeast rescue: -2%; PLK1 PBD inh: -2%; EPAC1 agonist: 1%; EPAC1 antagonist: -2%; PI5P4K alpha inh: 1; WRN inhibitor: 3%; Abeta yeast res: -10%; aSyn rescue: -8%; IL-2 act: 11

What do the screens show for `COc1ccc(CNC(=O)C(=O)NCC2OCCN2S(=O)(=O)c2ccc(C)cc2)cc1` (stereo not given)?
PLK1 PBD inh: 4%; EPAC1 agonist: -11%; EPAC1 antagonist: 12%; PI5P4K alpha inh: 3; WRN inhibitor: -16%; Abeta yeast res: 3%; aSyn rescue: 8%; IL-2 act: -1.9

How did O=C(N/N=C/c1ccsc1)c1cc(-c2ccncc2)nc2ccccc12 do in these assays?
PLK1 PBD inh: -2%; EPAC1 agonist: -3%; EPAC1 antagonist: -2%; PI5P4K alpha inh: 0; WRN inhibitor: 1%; Abeta yeast res: 10%; aSyn rescue: 2%; IL-2 act: -0.3
